mIDH1 inhibitor: inhibitors of human mutant IDH1 R132H | O75874 | IDH1-R132H enzyme, NADPH consumption, diaphorase/resazurin fluorescence | Potency, µM (series often up to 76.6 µM), inactives show at the top dose activity change, negative = inhibition, most hits filed as inhibitors | 0.093% of 390,000 active; further: potency means the concentration at half of the fitted maximal effect; on the % scale 0 is the no-effect control and ±100 the full control effect; nearly all actives have a fitted effect of over 65% in size
Target sequence (O75874 whole entry R132H, stated change not applied): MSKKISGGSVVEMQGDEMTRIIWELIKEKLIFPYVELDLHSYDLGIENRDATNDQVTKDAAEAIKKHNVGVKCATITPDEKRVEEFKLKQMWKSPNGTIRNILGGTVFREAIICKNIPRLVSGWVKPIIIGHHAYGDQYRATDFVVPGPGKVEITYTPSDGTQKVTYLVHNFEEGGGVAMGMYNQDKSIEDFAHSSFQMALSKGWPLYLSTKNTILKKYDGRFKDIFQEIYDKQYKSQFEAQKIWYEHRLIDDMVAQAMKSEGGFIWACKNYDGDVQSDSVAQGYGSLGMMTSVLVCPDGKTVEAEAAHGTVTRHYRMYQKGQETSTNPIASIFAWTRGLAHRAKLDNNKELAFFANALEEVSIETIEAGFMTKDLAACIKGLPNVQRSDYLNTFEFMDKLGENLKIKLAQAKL
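IDH1-R132H (0.5 ug/mL dispensed) in pH 7.5 Tris buffer was preincubated 30 min with compound, then given a substrate mix of 0.016 mM NADPH and 2 mM alpha-KG for 80 min at room temperature; remaining NADPH was read by diaphorase/resazurin fluorescence.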
Glioma ERSR ind: inducers of ER stress response in human glioma cells; U87-MG GRP78 promoter luciferase reporter, 16 h; Potency, µM, for the others: at the top dose activation, actives largely listed as activators; 0.02% of 420,000 active; AID 602332; further: potency means the concentration at half of the fitted maximal effect; series mostly up to about 76 µM; % of control where 0% means no effect; nearly all actives have a fitted effect of over 35% in size
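Stably transfected U87-MG glioma cells carrying a GRP78-based luciferase sensor; 16 h compound incubation. Luminescence end-point read 10 min after Bright-Glo addition at room temperature.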
USP1 inh: USP1/UAF1 (human) deubiquitinase inhibition | AID 743255 | recombinant USP1/UAF1, Ub-Rhodamine cleavage fluorescence | 0.23% of 390,000 active | O94782 | Potency, µM (top dose mostly 57.1 µM), for the others: at the highest dose activity change, negative = inhibition, usual class: inhibitors; further: potency means the concentration at half of the fitted maximal effect; on the % scale 0 is the no-effect control and ±100 the full control effect; nearly all actives have a fitted effect of over 60% in size; inactives centre near -12
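High-throughput fluorogenic screen: 1nM USP1/UAF1 complex, Ub-Rho substrate 150nM final, 50mM HEPES pH 7.8 with 0.5mM EDTA, 0.1 mg/ml BSA, 1mM TCEP and 0.01% Tween-20.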
PI4K2A inh: blocks human PI4K2A kinase activity; purified PI4K2A, ADP-Glo luminescence, 1 h; active compounds read low; activity change, negative = inhibition, % at 76.9 µM; 0.13% of 420,000 active; AID 1346378; in the data active means activity change below about -50%; inconclusive means mostly about -30% to -49%;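 further: -100% = wells without enzyme as full effect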
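ADP-Glo luminescence measured ADP generated by PI4K2A enzyme (4 ug/mL before mixing) with 1.2 mM PI substrate (pre-mix) and 300 microM ATP (pre-mix). Tris pH7.5 buffer with MgCl2, Triton X-100; 1 h reaction at ambient temperature.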
TrxR1 substrate: substrates of rat thioredoxin reductase 1. O89049. purified TrxR1 substrate turnover, NADPH consumption readout. Potency, µM (doses to about 114 µM), inactives show at the top dose activity change, negative = substrate turnover. 0.01% of 390,000 active; further: potency means the concentration at half of the fitted maximal effect; on the % scale 0 is the no-effect control and ±100 the full control effect; nearly all actives have a fitted effect of over 50% in size
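Rat TrxR1, dispensed at 90 nM, was prereduced with 400 uM NADPH (final) for 5 min at ~22 deg C, then incubated with compound 15 min before 400 uM selenite. A first-read NADPH fluorescence drop versus no-compound background flagged substrates.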
RXFP1 ag: RXFP1 (human) receptor agonism | Q9HBX9 | HEK293T-RXFP1 cAMP TR-FRET, 30 min; response scale: percent of porcine relaxin response, buffer zero | Potency, µM (top dose mostly 57.5 µM), for inactives: top-dose activation, hits mostly activators | 0.3% of 370,000 active | AID 2676; further: potency means the concentration at half of the fitted maximal effect; on the % scale 0 is the no-effect control and ±100 the full control effect; nearly all actives have a fitted effect of over 60% in size; many of its hits are not listed in these tables
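Agonist response is measured as cAMP accumulation in an RXFP1-transfected HEK293T line under PDE4 inhibition. Values are scaled between buffer-only and 29 nM porcine relaxin, and EC50s come from standard Hill equation fits.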
Vif-A3G inh: inhibitors of Vif-APOBEC3G interaction. Q9HC16. HeLa A3G-eYFP + Vif (tagged APOBEC3G with the HIV-1 protein that degrades it), YFP fluorescence, overnight. Potency, µM (doses to about 46.1 µM), without a hit: top-dose activity, negative = active, actives largely listed as inhibitors. 0.076% of 410,000 active. AID 602310;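 further: potency means the concentration at half of the fitted maximal effect; on the % scale 0 is the no-effect control and ±100 the full control effect; nearly all actives have a fitted effect of over 60% in size; hits raise eYFP signal because A3G escapes Vif-driven loss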
Target sequence (Q9HC16 whole entry, looked up): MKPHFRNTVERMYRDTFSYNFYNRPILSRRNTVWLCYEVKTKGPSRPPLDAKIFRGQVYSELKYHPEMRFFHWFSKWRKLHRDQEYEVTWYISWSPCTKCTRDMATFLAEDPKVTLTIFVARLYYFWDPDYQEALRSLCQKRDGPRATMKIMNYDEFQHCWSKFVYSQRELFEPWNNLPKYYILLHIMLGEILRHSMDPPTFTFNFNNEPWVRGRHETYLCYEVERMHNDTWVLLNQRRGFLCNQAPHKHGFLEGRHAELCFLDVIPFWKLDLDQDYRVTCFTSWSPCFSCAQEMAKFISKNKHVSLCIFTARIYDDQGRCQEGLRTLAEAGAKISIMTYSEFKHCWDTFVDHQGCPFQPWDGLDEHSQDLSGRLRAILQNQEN
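HeLa cells stably expressing Vif and C-terminally eYFP-tagged A3G, seeded overnight at 37 deg C, then exposed to compound by pintool overnight at 37 deg C. Rise in yellow fluorescence (Ex 488/Em 500-530, Acumen) marks blocked Vif-driven A3G degradation.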
Vif-A3F inh: inhibitors of Vif-A3F interaction. HeLa A3F-eYFP + Vif (tagged APOBEC3F with the HIV-1 protein that degrades it), YFP fluorescence increase. Potency, µM (top dose mostly 46.1 µM), without a hit: at the highest dose activity, negative = active. 0.2% of 390,000 active. AID 602313; further: potency means the concentration at half of the fitted maximal effect; % of control where 0% means no effect; nearly all actives have a fitted effect of over 65% in size
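Fluorescence increase (Ex 488/Em 500-530) after overnight compound treatment at 37 deg C flags inhibition of Vif-driven A3F-eYFP loss in stable HeLa A3F-eYFP/Vif cells seeded overnight beforehand.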
LDHA inh: blocks human lactate dehydrogenase A; 0.15% of 480,000 active; activity change, % (values are at about 110 or 230 µM); purified LDHA, NADH/diaphorase-resazurin fluorescence; active compounds read low; P00338; in the data active means activity change below about -30%; inconclusive means mostly about -25% to -30%;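 further: plate controls were DMSO wells for no effect and wells without enzyme for full effect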
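LDH5 2 nM; NADH 0.06 mM, pyruvate 0.2 mM; 200 mM Tris pH 7.4, EDTA, Tween-20; 5 min RT. Detection: diaphorase 0.133 mg/mL + resazurin 37 µM, fluorescence ex540/em590 at 0 and 20 min; normalized to enzyme-free and DMSO wells.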
* marks the source's active call; other numbers are inactive results; ? = inconclusive; . = no result given; & = joins results of further samples; [ ] = remark or other dose. Unless noted, the call rests on the fitted dose curve; in most records, active means well fitted curve in the direction sought with a large enough effect; inconclusive means small, poorly fitted or top-dose-only effect, or another doubt; inactive means no such curve, though single readings can be large; an effect the other way counts as inactive or inconclusive.

SMILES	mIDH1 inhibitor	Glioma ERSR ind	USP1 inh	PI4K2A inh	TrxR1 substrate	RXFP1 ag	Vif-A3G inh	Vif-A3F inh	LDHA inh
CCOC(=O)c1nn(-c2ccc(C)cc2)c(=O)cc1OCC(=O)Nc1cccc(C)c1	2%	-3%	-10%	-1	3%	2.9%	-1%	6%	0
CCC(C)NC(=O)c1nc2c(nnn2Cc2ccccc2Cl)c(=O)[nH]1 (stereo not drawn)	5%	-4%	-8%	7	-4%[57.1 µM]	0.1%	2%	8%	0
O=C1CC(=O)N(C2CCCCC2)C(=O)N1c1ccccc1S(=O)(=O)Oc1ccccc1	.	-2%	.	-26	.	.	-14%	.	-7
COc1ccc(OC)c(-n2c(-c3ccc(S(C)(=O)=O)cc3)cc(C=O)c2C)c1	7%	-2%	-19%	0	-9%[57.1 µM]	1.1%	-9%	-12%	2
CN(C)CCCN(C(=O)COc1ccccc1)c1nc2c(Cl)cccc2s1	-1%	?	-26%	-2	6%	2.7%	-6%	0%	-1
O=C(COc1ncnc2sccc12)N1CCN(c2ccccc2)CC1	8%	1%	-14%	-9	10%	4.1%	-3%	10%	1
Cn1c(=O)c2c(nc(SCC(=O)Nc3ccc(F)cc3F)n2Cc2ccccc2)n(C)c1=O	.	.	-15%	-1	9%[11.4 µM]	0.2%	.	.	0
Cc1cc(Br)cn2c(Cc3cccc(F)c3)c(C3CCCCC3)nc12	.	-2%	.	0	.	.	-3%	.	-5
CCOC(=O)N1CCC(NS(=O)(=O)c2ccc(C)c(Cl)c2)CC1	1%	-2%	-1%	-2	3%[57.1 µM]	-0.2%	3%	6%	-3
CO/N=C/c1ccc(Oc2ccc([N+](=O)[O-])cc2[N+](=O)[O-])c(OC)c1	24%	-3%	-13%	2	-11%	1.3%	?	-13%	1
Cc1cccc(NC(=O)c2cc([N+](=O)[O-])ccc2Cl)c1O	8%	6%	-5%	2	5%	-0.7%	-5%	-32%	-3
CCC1(C)Cc2c(sc3nnn(CC(=O)Nc4cccc5ccccc45)c(=O)c23)CO1 (stereo not drawn)	-3%	-4%	-9%	7	2%	1.0%	-11%	-2%	-3
Cn1c(N)c(C(=O)COC(=O)Cc2ccsc2)c(=O)n(C)c1=O	2%	0%	-2%	0	0%	10.0%	-9%	-9%	1
CCC1=C(OC(=O)N(CC)CC)N2C(=O)OC(=NCC3CC3)[C@]2(Cc2ccccc2)[C@H]2C1=CC[C@H]1C(=O)N(CC(=O)OC)C(=O)[C@H]12	2%	-1%	-17%	3	-4%[57.1 µM]	0.0%	-5%	-1%	-1
CCCCn1c(N)c(N(C(=O)CSc2nnnn2-c2ccccc2C)C2CCCC2)c(=O)[nH]c1=O	3%	-6%	-11%	-7	-10%	-1.3%	2%	2%	-6
C/C(=N\NC(=O)c1ccncc1)c1cccc(NC(=O)c2ccc(C(C)(C)C)cc2)c1	0%	-7%	?	-4	-12%	-2.0%	0%	2%	2
Cc1ccc(C)c(NC(=O)Cn2cc(S(=O)(=O)N3CCCC3)c(S(=O)(=O)N3CCCC3)c2)c1	3%	-1%	-8%	-1	1%	-1.0%	3%	1%	-3
CN(Cc1ccccc1)c1ncnc2[nH]ncc12	4%	-1%	-9%	4	-5%[57.1 µM]	.	-2%	-2%	1
COc1cccc(NC(=O)C2CCCN(S(=O)(=O)c3c(C)nn(C)c3C)C2)c1 (stereo not drawn)	-11%	-3%	-5%	1	-5%	-1.1%	7%	-4%	-7
O=C(Nc1c(C(=O)N2CCOCC2)cnn1-c1ccccc1)c1ccccc1	2%	-4%	-7%	2	10%	-0.7%	1%	1%	-9
NS(=O)(=O)c1ccc(CCNC(=O)CCCNC(=O)c2ccc(Cl)cc2)cc1	22%	-1%	6%	-4	-3%	-0.4%	2%	?	-10
COc1ccccc1NC(=S)NC1CC2CCC1C2 (stereo not drawn)	8%	2%	-7%	0	2%	-1.4%	2%	-15%	-11
O=C(CCn1c(=O)c2cccn2c2cccnc21)NCc1ccc(F)cc1	-2%	-2%	-16%	-1	5%	4.9%	1%	-3%	-7
Cn1c(SCc2nc(-c3ccc(Cl)cc3)no2)nnc1-c1cccs1	0%	-3%	0%	4	-11%	1.9%	0%	1%	-5
O=C(O)C(Cc1c[nH]c2ccccc12)N1C(=O)C2C3c4ccccc4C(c4ccccc43)C2C1=O (stereo not drawn)	6%	-2%	-21%	0	-15%[57.1 µM]	1.7%	0%	-4%	2
COc1ccc(-c2cn3c(n2)sc2cc(C(=O)Nc4ccc(F)cc4Cl)ccc23)cc1	0%	-2%	-4%	-4	28%	4.7%	2%	-9%	6
Cc1cc(NC(=O)Nc2ccccc2)n(C(C)(C)C)n1	-5%	0%	-6%	5	-7%	4.3%	0%	2%	-19
Cc1ccc(N2C(=O)N(CC(=O)Nc3ccc([N+](=O)[O-])cc3)C(=O)C2C)cc1 (stereo not drawn)	7%	4%	-15%	4	-21%	4.1%	-10%	6%	0
CCOc1ccc(-c2nn(CC(=O)NC3CCCC3)c3c2cnc2ccc(F)cc23)cc1	19%	-1%	-28%	0	1%[57.1 µM]	-2.0%	0%	-8%	-2
Cc1cc(Cl)c2oc(C(=O)N(C)Cc3ccon3)c(C)c2c1	1%	-4%	0%	4	-1%[57.1 µM]	1.5%	-3%	-8%	-1
Cc1ccc(-c2nc3c4ccccc4n(CC(=O)NCc4ccc(F)cc4)c(=O)n3n2)cc1	10%	-3%	-12%	4	9%[57.1 µM]	1.6%	-1%	2%	0
Cc1cc(C)nc(SCC(=O)N/N=C/c2cccnc2)n1	13%	-6%	-17%	5	2%	4.9%	2%	-3%	-4
Cc1cccc(C(=O)NCc2nnc(SC(C)C(=O)Nc3nnc(C)s3)n2C)c1 (stereo not drawn)	1%	-8%	-6%	3	9%[57.1 µM]	0.2%	-1%	-29%	-9
CCOC(=O)c1cc(-c2ccccc2)n(CC(=O)Nc2ccccc2OCC)c1C	2%	-4%	-9%	2	7%[57.1 µM]	-0.5%	0%	-9%	3
O=C1C=C(O)c2[nH]c(=O)ccc2C1=O	22%	-8%	25µM*	?	-10%[57.1 µM]	.	-1%	5%	41
CCN(CC(=O)NCc1cccs1)CC(=O)Nc1cccc(S(N)(=O)=O)c1	-8%	0%	-2%	4	0%	1.2%	-3%	-9%	-8
COc1ccc(/C=C(\C#N)C(=O)N2CCOCC2)cc1Br	1%	2%	-11%	19	-14%	1.1%	0%	4%	-9
CCCCNC(=O)C1(C)CCCCN1C(=O)c1ccc2ccccc2n1 (stereo not drawn)	.	-2%	.	3	.	.	-1%	.	-10
COC(=O)c1ccccc1NS(=O)(=O)c1ccc(O)c(C(=O)O)c1	-3%	0%	14%	-3	7%	1.9%	0%	0%	-2
CN(C(=O)COC(=O)c1ccc2ccccc2n1)c1ccccc1	3%	-4%	?	2	-4%[57.1 µM]	.	-3%	-6%	3&2
CC(C)c1ccc(NC(=S)N2CCN(Cc3ccccc3)CC2)cc1	4%	4%	-22%	0	-3%	1.7%	1%	1%	1
O=C1CC(NS(=O)(=O)c2cccs2)CN1c1ccc(Cl)cc1 (stereo not drawn)	4%	1%	-2%	-6	-2%[57.1 µM]	0.1%	1%	-7%	-9
Fc1ccc(N2CCN(c3ncnc4[nH]ncc34)CC2)cc1	-13%	-5%	-22%	-5	-3%[57.1 µM]	2.8%	-3%	-5%	1
Cc1ccc(CNC(=O)[C@H]2O[C@@H](n3cnc4c(N)ncnc43)[C@H](O)[C@@H]2O)o1	.	-3%	.	-15	.	.	-3%	.	-2
CC(C)(C)S(=O)N1Cc2cc(=O)n(Cc3ccccc3)cc2[C@H]1CCO (stereo partly drawn)	10%	-2%	-21%	-15	18%	.	-2%	0%	4
Cc1cc(C(=O)O)ccc1-n1c(C)cc(/C=C(/C#N)C(=O)Nc2ccccc2)c1C	3%	-1%	-8%	-5	-4%	0.3%	-6%	-4%	-2
CCN(CC)S(=O)(=O)c1ccc(Cl)c(NC(=O)CCCCl)c1	1%	-5%	-6%	-4	1%	1.2%	1%	-5%	-5
O=C(c1ccc(Cl)cc1)c1oc2ccccc2c1CS(=O)c1ccc(Cl)cc1 (stereo not drawn)	1%	-3%	-25%	0	5%	1.1%	0%	-5%	-7
CCN(Cc1ccccc1)Cc1c(O)ccc2c(=O)c(-c3ccc(Cl)cc3)coc12	-19%	-1%	-20%	-1	6%	-0.5%	6%	4%	-10
COc1cc(NC(=S)N2CCCC(C)C2)c(OC)cc1Cl (stereo not drawn)	1%	2%	-9%	4	-2%[57.1 µM]	-1.2%	0%	8%	-1
Cn1cc(CN2CCc3c([nH]c4ccccc34)C2C2CCCCC2)cn1 (stereo not drawn)	2%	-2%	-8%	-2	4%[57.1 µM]	1.9%	3%	6%	-4
COc1ccccc1-n1c(Cc2cccs2)n[nH]c1=S	-4%	3%	-16%	-5	4%	4.9%	-5%	4%	-7
CN(CC(=O)Nc1ccccc1Br)C(=O)C1CCN(C(=O)c2ccc(Cl)cc2)CC1	0%	-1%	2%	-1	2%	.	0%	3%	-10

Screening data: PubChem BioAssay, National Center for Advancing Translational Sciences (NCATS)

This is a subset (hit frequency here may not be typical).
